From PubChem BioAssay
PI4K2A inh = blocks human PI4K2A kinase activity. Q9BTU6. purified PI4K2A, ADP-Glo luminescence, 1 h; active compounds read low. activity change, negative = inhibition, % at 76.9 µM. 420,000 tested, 0.13% active; in the data active means activity change below about -50%; inconclusive means mostly about -30% to -49%;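 further: -100% = wells without enzyme as full effect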
Target sequence (Q9BTU6 whole entry, looked up): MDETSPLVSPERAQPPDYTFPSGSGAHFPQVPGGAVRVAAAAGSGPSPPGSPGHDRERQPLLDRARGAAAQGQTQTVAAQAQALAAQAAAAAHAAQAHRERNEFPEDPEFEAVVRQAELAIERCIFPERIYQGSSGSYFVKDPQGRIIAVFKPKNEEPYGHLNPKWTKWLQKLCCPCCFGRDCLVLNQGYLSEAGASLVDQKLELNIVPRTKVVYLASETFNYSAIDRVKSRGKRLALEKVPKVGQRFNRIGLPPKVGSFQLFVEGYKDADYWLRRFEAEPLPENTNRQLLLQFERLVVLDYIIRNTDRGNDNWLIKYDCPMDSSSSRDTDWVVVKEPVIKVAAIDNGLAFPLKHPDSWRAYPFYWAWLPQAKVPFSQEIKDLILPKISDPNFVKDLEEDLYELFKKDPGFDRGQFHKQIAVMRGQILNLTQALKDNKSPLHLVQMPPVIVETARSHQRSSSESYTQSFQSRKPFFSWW
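In this quantitative HTS, ADP production by PI4K2A was quantified luminescently after 1 h at ambient temperature; 100 microM adenosine served as plate-quality control.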
HP1b binding inh = HP1-beta chromodomain-methylated histone interaction inhibition; 390,000 tested, 0.56% active; P83916; AlphaScreen HP1-beta / biotin-H3K9me3 peptide binding; AID 540317; Potency, µM (series often up to 114 µM), for inactives: at the highest dose activity change, negative = inhibition, usual class: inhibitors; further: potency means the concentration at half of the fitted maximal effect; nearly all actives have a fitted effect of over 70% in size; inactives centre near 23
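AlphaScreen: HP1-beta (50 nM) preformed 30 min with biotin-H3(1-18)K9me3 peptide (50 nM) in PBS pH 7.4, 0.01% Tween-20. Compound added for 30 min at RT, then streptavidin donor/nickel chelate acceptor beads (10 ug/mL) for 30 min.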
Pin1 inh = blocks the human prolyl isomerase Pin1. Q13526. Pin1 FP peptide displacement, HiFluor488, 10 min. Potency, µM (top dose mostly 115 µM), inactives show at the highest dose activity, negative = inhibition, usual class: inhibitors. 390,000 tested, 0.009% active. AID 504891; active means well fitted inhibition curve with a large enough effect in the polarisation, with a control signal flat, not every such curve was filed as active; inconclusive means small, poorly fitted or top-dose-only effect, or effect the other way, or a change in a side signal; inactive means no such curve, though single readings can be large or run the other way; the % refers to the polarisation; further: potency means the concentration at half of the fitted maximal effect; on the % scale 0 is the no-effect control and ±100 the full control effect
IDH1 R132H inh = human IDH1 R132H inhibition; O75874; IDH1-R132H enzyme, NADPH consumption, diaphorase/resazurin fluorescence; Potency, µM (titrated, usually from 76.6 µM), without a hit: at the top dose activity change, negative = inhibition, actives largely listed as inhibitors; 390,000 tested, 0.093% active; AID 602179; further: potency means the concentration at half of the fitted maximal effect; on the % scale 0 is the no-effect control and ±100 the full control effect; nearly all actives have a fitted effect of over 65% in size
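IDH1-R132H (0.5 ug/mL) preincubated 30 min with compound, then NADPH (0.016 mM) and alpha-KG (2 mM) added; 80 min at RT, pH 7.5. Remaining NADPH coupled via diaphorase/resazurin to fluorescence (540/590 nm); concentration-response curves normalized to no-enzyme control.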
TrxR1 inh = rat TrxR1 inhibition. O89049. recombinant rTrxR1, NADPH fluorescence consumption, selenite substrate. Potency, µM (top dose mostly 114 µM), for the others: top-dose activity change, negative = inhibition, usual class: inhibitors. 390,000 tested, 1% active. AID 588453; further: potency means the concentration at half of the fitted maximal effect; on the % scale 0 is the no-effect control and ±100 the full control effect; nearly all actives have a fitted effect of over 65% in size
Target sequence (O89049 whole entry, looked up): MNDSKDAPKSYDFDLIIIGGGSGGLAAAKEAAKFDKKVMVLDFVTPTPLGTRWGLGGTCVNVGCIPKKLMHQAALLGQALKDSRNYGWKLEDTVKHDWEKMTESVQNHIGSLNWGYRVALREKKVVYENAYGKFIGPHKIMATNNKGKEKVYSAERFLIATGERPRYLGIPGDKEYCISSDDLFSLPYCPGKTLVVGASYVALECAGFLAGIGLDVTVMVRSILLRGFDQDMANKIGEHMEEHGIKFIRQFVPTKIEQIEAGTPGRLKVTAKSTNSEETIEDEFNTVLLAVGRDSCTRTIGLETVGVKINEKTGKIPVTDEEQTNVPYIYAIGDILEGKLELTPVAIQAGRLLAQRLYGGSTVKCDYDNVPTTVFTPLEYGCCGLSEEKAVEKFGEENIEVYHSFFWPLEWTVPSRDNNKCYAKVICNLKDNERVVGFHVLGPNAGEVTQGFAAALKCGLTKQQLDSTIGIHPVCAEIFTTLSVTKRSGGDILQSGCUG
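Rat TrxR1 (90 nM in the dispensed reagent) was pre-reduced with 400 uM NADPH for 5 min at room temperature, then incubated with compound for 15 min. After 400 uM selenite was added, NADPH fluorescence (Ex 340/Em 450 nm) was followed for 8 min.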
USP1 inh = USP1/UAF1 (human) deubiquitinase inhibition; recombinant USP1/UAF1, Ub-Rhodamine cleavage fluorescence; AID 743255; Potency, µM (highest dose often 57.1 µM), inactives show top-dose activity change, negative = inhibition, most hits filed as inhibitors; 390,000 tested, 0.23% active; O94782; further: potency means the concentration at half of the fitted maximal effect; on the % scale 0 is the no-effect control and ±100 the full control effect; nearly all actives have a fitted effect of over 60% in size; inactives centre near -12
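1 nM enzyme complex + cpd, 15 min RT; start with Ub-Rho 150nM final; kinetic fluorescence ex 480/em 540, 6 reads q60 s. Buffer 50mM HEPES pH 7.8, 0.5mM EDTA, 0.1 mg/ml BSA, 1mM TCEP, 0.01% Tween-20.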
Tb PGK inh = blocks T. brucei phosphoglycerate kinase; P07378; PGK/GAPDH coupled, Kinase-Glo luminescence, 60 min; Potency, µM (titrated, usually from 57.5 µM), for inactives: at the highest dose activity change, negative = inhibition, most hits filed as inhibitors; 380,000 tested, 0.043% active; AID 602233; further: potency means the concentration at half of the fitted maximal effect; on the % scale 0 is the no-effect control and ±100 the full control effect; nearly all actives have a fitted effect of over 60% in size
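Recombinant glycosomal PGK reaction used 1,3-bisphosphoglycerate generated in-well by GAPDH (100nM final) in 100mM TEA pH 7.6, 5mM MgCl2, 0.01% Tween-20. After 60 minutes at room temperature, ATP was read by Kinase-Glo Plus luminescence end-point.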
GLS inhibitor = inhibitors of human glutaminase (GLS); Potency, µM (series often up to 45.5 µM), for inactives: at the highest dose activity change, negative = inhibition, actives largely listed as inhibitors; O94925; GLS enzymatic activity, qHTS titration; 410,000 tested, 0.21% active; further: potency means the concentration at half of the fitted maximal effect; on the % scale 0 is the no-effect control and ±100 the full control effect
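Human kidney-isoform GLS in 45 mM KH2PO4 pH 8.2, 0.02% Tween-20, with compound, started with 1mM L-Glutamine (added stock). Glutamate oxidase/HRP/Amplex red coupled fluorescence read at start and after 30 min at RT.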
TrxR1 substrate = is turned over as a substrate by rat TrxR1; 390,000 tested, 0.01% active; purified TrxR1 substrate turnover, NADPH consumption readout; Potency, µM (series often up to 114 µM), for the others: top-dose activity change, negative = substrate turnover; AID 588456; further: potency means the concentration at half of the fitted maximal effect; on the % scale 0 is the no-effect control and ±100 the full control effect; nearly all actives have a fitted effect of over 50% in size
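Rat TrxR1, dispensed at 90 nM, was prereduced with 400 uM NADPH (final) for 5 min at ~22 deg C, then incubated with compound 15 min before 400 uM selenite. A first-read NADPH fluorescence drop versus no-compound background flagged substrates.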
Active calls of the source: *; i = inactive; ? = inconclusive; . = no result given; [ ] = another dose, or the depositor's remark. Unless noted, the call rests on the fitted dose curve; in most records, active means well fitted curve in the direction sought with a large enough effect; inconclusive means small, poorly fitted or top-dose-only effect, or another doubt; inactive means no such curve, though single readings can be large; an effect the other way counts as inactive or inconclusive.

Keys – A = PI4K2A inh; B = HP1b binding inh; C = Pin1 inh; D = IDH1 R132H inh; E = TrxR1 inh; F = USP1 inh; G = Tb PGK inh; H = GLS inhibitor; I = TrxR1 substrate
CC(Oc1ccc2c(=O)c(-c3ccc(Cl)cc3)c(C(F)(F)F)oc2c1)C(=O)O (centres undefined)
  A: 0	B: 32%	C: 0%	D: -4%	E: -2%	F: -6%	G: 2%	H: 5%	I: -6%
COc1cc(S(=O)(=O)N2CCOCC2)ccc1NC(=O)CSc1n[nH]c(=O)[nH]c1=O
  A: 0	B: 26%	C: 6%	D: 1%	E: 24%	F: 6%	G: 5%	H: 0%	I: -1%
O=C1c2ccccc2C(Nc2ccc3c(c2)OCO3)N1Cc1ccco1 (centres undefined)
  A: -1	B: ?	C: 2%	D: 3%	E: -4%[57.1 µM]	F: -4%	G: -5%	H: 5%	I: 4%[57.1 µM]
C/C(N)=C(/C#N)C(=O)COC(=O)CCCNC(=O)c1ccc(Cl)cc1
  A: 0	B: 37%[activator]	C: 4%	D: 0%	E: 7%	F: -20%	G: -6%	H: 0%	I: 1%
O=C(CSc1ccc(Cl)cc1)Nc1ccc(N2CCN(C(=O)c3ccco3)CC2)cc1
  A: -2	B: 18%	C: 3%	D: 9%	E: 5%	F: -9%	G: -7%	H: -6%	I: -5%
Cn1c(O)c(/C=N/Nc2ccccc2)c(=O)n(C)c1=O
  A: -8	B: 18%	C: 5%	D: -7%	E: -6%[57.1 µM]	F: -1%	G: 5%	H: -11%	I: 0%[57.1 µM]
S=C(NCCC(c1ccccc1)c1ccccc1)Nc1ccc(Cl)cc1
  A: 9	B: 41%	C: -2%	D: 0%	E: -2%	F: -16%	G: .	H: 0%	I: 10%
CCP(=O)(c1ccccc1)C(C)(C)O (centres undefined)
  A: -5	B: 26%	C: -5%	D: -4%	E: 3%[57.1 µM]	F: 0%	G: 7%	H: -5%	I: -8%
Nc1nc(-c2ccc3ccccc3c2)cs1
  A: 3	B: -36%	C: 3%	D: 7%	E: 8%[57.1 µM]	F: -7%	G: -3%	H: -2%	I: 12%[57.1 µM]
Cc1ccc(CNC(=O)C2COc3ccccc3O2)cc1 (centres undefined)
  A: -5	B: 30%	C: 1%	D: -5%	E: 12%[57.1 µM]	F: -11%	G: -10%	H: 0%	I: 9%
CCOc1ccc(OCCSc2ccc(S(=O)(=O)N3CCN(C)CC3)cn2)cc1
  A: 1	B: -13%	C: -6%	D: 7%	E: 32%	F: -16%	G: -6%	H: -1%	I: 6%
CC(OC(=O)c1c[nH]c2ccccc12)C(=O)N1CCCC1 (centres undefined)
  A: -3	B: 44%[activator]	C: -1%	D: 2%	E: 17%	F: -22%	G: -8%	H: 5%	I: 2%
C[n+]1ccc(/C=C/c2c[nH]c3ccccc23)cc1
  A: 1	B: 33%	C: ?	D: 3%	E: -28%	F: 28µM*	G: -7%	H: 22%	I: -24%
C[C@H](NC(=O)c1ncn2c1C(=O)NC[C@H]2C)C(=O)OC(C)(C)C
  A: 5	B: .	C: .	D: -2%	E: .	F: ?	G: -7%	H: -1%	I: .
Cc1ccc(C(=O)Nc2ccc3c(c2)OCO3)cc1S(=O)(=O)N1CCCCC1
  A: -21	B: 14%	C: 6%	D: -1%	E: 23%	F: -5%	G: 1%	H: 7%	I: -4%
CCOc1cc(/C=C2/NC(=O)N(CC(=O)OC)C2=O)ccc1O
  A: -4	B: 7%	C: 8%	D: 5%	E: -8%[57.1 µM]	F: -12%	G: 9%	H: 57%[activator]	I: -9%[57.1 µM]
CC(C)c1ccc(S(=O)(=O)N2CCN(C(=O)Cc3ccsc3)CC2)cc1
  A: 6	B: 38%[activator]	C: -7%	D: 6%	E: -3%	F: -16%	G: -5%	H: 1%	I: 0%
Cc1c(CCC(C)C)c(=O)n2c([nH]c3ccccc32)c1C#N
  A: 0	B: 31%	C: -1%	D: -1%	E: -2%	F: -19%	G: -8%	H: 10%	I: 10%
O=C(Cc1cccs1)Nc1nc(-c2ccccc2)cs1
  A: 5	B: 32%	C: 2%	D: 7%	E: 1%	F: -23%	G: 3%	H: -6%	I: -4%
c1ccc(Cn2c(-c3ccco3)nc3nc4ccccc4nc32)cc1
  A: -6	B: 32%	C: 78%[activator]	D: 8%	E: -3%	F: -20%	G: -7%	H: 2%	I: 139%[activator]
COC(=O)c1ccc(S(=O)(=O)N2CCN(C)CC2)n1C
  A: -5	B: 27%	C: -5%	D: 4%	E: 34%	F: -23%	G: -8%	H: 1%	I: 11%
Cc1ccc(S(=O)(=O)c2nc(S(=O)(=O)c3ccc(C)cc3)c(N3CCN(CCO)CC3)s2)cc1
  A: 4	B: 3%	C: 5%	D: 5%	E: ?	F: -17%	G: 8%	H: 4%	I: -16%
CS(=O)(=O)Nc1ccc2c(c1)ncn2CCc1ccccc1
  A: -2	B: 32%	C: -1%	D: -14%	E: 30%	F: -11%	G: -5%	H: 8%	I: 1%
CN(C)c1ccc(N=Nc2ccccc2C(=O)OCC(=O)N(C)C2CCCCC2)cc1
  A: -4	B: -24%	C: 14%	D: 5%	E: -17%	F: -22%	G: -3%	H: 0%	I: -13%
Cc1nc(N2CCN(Cc3ccc(Cl)cc3)CC2)c2oc3ccccc3c2n1
  A: -1	B: 32%	C: 0%	D: 0%	E: 51%[activator]	F: -17%	G: 1%	H: -3%	I: 24%
Cc1nnc(N2C(=O)C(=O)/C(=C(\O)c3ccc4c(c3)CC(C)O4)C2c2ccccc2)s1 (centres undefined)
  A: 3	B: 12%[57 µM]	C: -2%	D: 7%	E: 15%	F: -4%	G: -3%	H: 0%	I: 0%
CCCc1nn2c(=O)cc(COc3ccc(NC(=O)c4ccco4)cc3)nc2s1
  A: 2	B: 15%	C: 3%	D: 0%	E: 19%[57.1 µM]	F: -23%	G: 2%	H: -5%	I: 8%[57.1 µM]
Cc1ccccc1CSc1cn(CC(=O)N2CCCCC2)c2ccccc12
  A: -1	B: 55%[activator]	C: 8%	D: -6%	E: 15%	F: ?	G: -5%	H: 3%	I: 1%
COc1cc(/C=C2/C(=O)ON=C2C)ccc1OCc1ccccc1F
  A: -8	B: 0%	C: 0%	D: ?	E: ?	F: ?	G: -5%	H: 2%	I: 4%[57.1 µM]
O=C(Cc1ccccc1[N+](=O)[O-])N1CCN(S(=O)(=O)c2ccccc2)CC1
  A: 1	B: 18%	C: 8%	D: 2%	E: -8%	F: -2%	G: i	H: 9%	I: -10%
COc1ccc(C(=O)Nc2c(O)ccc3ccccc23)cc1OC
  A: 0	B: 13%	C: 8%	D: 9%	E: 0%[57.1 µM]	F: -15%	G: -5%	H: -29%	I: 5%[57.1 µM]
CSc1nc2ccc(NS(=O)(=O)c3ccc([N+](=O)[O-])cc3)cc2s1
  A: 1	B: 5%	C: 0%	D: 7%	E: 12%[57.1 µM]	F: -7%	G: -9%	H: 24%	I: -9%[57.1 µM]
C=CCn1c(SCCN2CCOCC2)nc2c1c(=O)[nH]c(=O)n2C
  A: 4	B: 30%	C: -3%	D: -2%	E: 4%	F: 1%	G: 1%	H: 12%	I: -7%
COc1cccc(CNC(=O)c2ccc3c(c2)nc2n3CCOC2)c1OC
  A: 2	B: 15%[57 µM]	C: -10%	D: 41%[activator]	E: 26%[57.1 µM]	F: -17%	G: -2%	H: 8%	I: 4%[57.1 µM]
NC(=O)C1CCN(Cc2nc3c(Br)cc(Br)cc3c(=O)[nH]2)CC1
  A: 1	B: 33%	C: 11%	D: 3%	E: 23%[57.1 µM]	F: -16%	G: i	H: -3%	I: -6%
Cn1c(Sc2ccc([N+](=O)[O-])cc2C(F)(F)F)nnc1-c1ccccc1
  A: -2	B: 21%	C: -4%	D: 2%	E: -23%	F: -19%	G: -12%	H: -15%	I: -11%
Cc1ccc(-c2cc(C(F)F)n3ncc(C(=O)N4CCN5CCCC5C4)c3n2)cc1 (centres undefined)
  A: 1	B: 15%	C: 0%	D: -2%	E: -19%	F: 2%	G: -1%	H: 10%	I: 2%
Cc1nc2ccc(C(=O)N3c4ccccc4CC3C)cc2s1 (centres undefined)
  A: 6	B: 26%	C: -3%	D: 1%	E: -1%	F: -5%	G: 2%	H: 3%	I: -5%
Cc1ccc(NC(=O)COC(=O)Cn2cnc3ccccc32)cc1S(=O)(=O)N(C)C
  A: 3	B: 23%	C: -1%	D: 2%	E: -6%	F: -17%	G: -2%	H: -3%	I: -2%
COc1ccc(N(CC(=O)NCc2ccc3c(c2)OCO3)S(=O)(=O)c2ccc(O)c(C(=O)O)c2)cc1
  A: 2	B: 10%	C: 14%	D: -5%	E: 12%	F: -4%	G: i	H: 19%	I: -1%
CCCCCNC(=O)[C@@H]1CSC2c3ccccc3C(=O)N21 (some centres undefined)
  A: -4	B: 21%	C: 4%	D: 9%	E: 34%	F: 0%	G: .	H: 1%	I: 2%

Among those listed so far, these contain a thiophene ring, fused or not:
Keys – A = PI4K2A inh; B = HP1b binding inh; C = Pin1 inh; D = IDH1 R132H inh; E = TrxR1 inh; F = USP1 inh; G = Tb PGK inh; H = GLS inhibitor; I = TrxR1 substrate
CC(C)c1ccc(S(=O)(=O)N2CCN(C(=O)Cc3ccsc3)CC2)cc1
  A: 6	B: 38%[activator]	C: -7%	D: 6%	E: -3%	F: -16%	G: -5%	H: 1%	I: 0%
O=C(Cc1cccs1)Nc1nc(-c2ccccc2)cs1
  A: 5	B: 32%	C: 2%	D: 7%	E: 1%	F: -23%	G: 3%	H: -6%	I: -4%

These rows are one share of the data (hit frequency here may not be typical).
